TPT1 inh – Candida albicans TPT1 enzyme inhibitors, primary screen, biochemical, fluorescence polarization; inhibition, % at 5 µM; AID 1962, 2009; tRNA 2'-phosphotransferase TPT1 (Candida albicans SC5314); hit rate 0.81% among 300,000; recombinant caTPT1, FP RNA substrate dephosphorylation;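 active = inhibition above the mean of all tested compounds plus 3 SD, set per screening campaign, cut at about 24% in these data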;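 also: plate controls were DMSO alone for no effect and ferristatin control at 100 nM for full effect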
HCV core dimer – inhibitors of HCV core protein dimerization, primary screen, biochemical, TR-FRET, high-throughput; TR-FRET GST/Flag-core106 dimerization, 1536-well; inhibition, % at 5 µM; hit rate 0.33% among 300,000;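 active = inhibition above the mean of all tested compounds plus 3 SD, set per screening campaign, cut at about 45% in these data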
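Material: GST/Flag-tagged HCV core106 proteins. Incubation: 4 h, 22.5 °C incubation. Read-out basis: inhibition (%) from 671 over 617 nm ratio. Measured by: TR-FRET, excitation 340 nm, emission 617 and 671 nm.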
CTSL1 counter – Fasciola hepatica cathepsin L1 inhibitors, primary screen, counter-screen for PFM18AAP inhibitor project, biochemical, QFRET, fluorogenic peptide substrate; recombinant F. hepatica cathepsin L1, Z-Leu-Arg-MCA fluorescence; inhibition, % at 5.96 µM; hit rate 0.49% among 300,000; AID 1906, 2009;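 active = inhibition above the mean of all tested compounds plus 3 SD, set per screening campaign, cut at about 17% in these data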;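 also: 0% = plate median of test compound wells and 100% = 1 µM Z-Phe-Ala-diazomethylketone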
Efflux pump inh – inhibitors of Candida efflux pumps in yeast, primary screen, S. cerevisiae, Nile Red, multiplex; S. cerevisiae Candida pump triplex; inhibition, % at 10 µM; hit rate 0.44% among 330,000;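 active = plate passing quality check with inhibition over a set limit, or well fluorescence over plate mean plus 4 SD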;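 also: Nile Red retained in pooled yeast measured as flow cytometry median fluorescence; 0% = buffer negative control and 100% = Enniatin B positive control; higher means more Nile Red kept so more efflux inhibition; some compounds called inactive have numbers as strong as hits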
PP1 counter – PP1-alpha phosphatase inhibitors, primary screen, counter-screen for PP5 inhibitor project, biochemical, fluorescence, OMFP substrate, single point. inhibition, % at 6.7 µM. purified PP1alpha. hit rate 0.9% among 320,000;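 active = inhibition above the mean inhibition of all tested compounds plus 3 SD, computed separately for each screening campaign, cut at about 15% in these data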
PP5 primary – PP5 phosphatase inhibitors, primary screen, biochemical, fluorescence; purified PP5c, OMFP substrate fluorescence; Serine/threonine-protein phosphatase 5 (Homo sapiens), P53041; hit rate 0.18% among 320,000; inhibition, % at 6.7 µM;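 active = inhibition above the campaign's mean inhibition across all tested compounds plus 3 SD, cut at about 9.5% in these data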;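 also: 0% = DMSO only and 100% = 100 µM cantharidin control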
Target sequence (P53041 whole entry, looked up): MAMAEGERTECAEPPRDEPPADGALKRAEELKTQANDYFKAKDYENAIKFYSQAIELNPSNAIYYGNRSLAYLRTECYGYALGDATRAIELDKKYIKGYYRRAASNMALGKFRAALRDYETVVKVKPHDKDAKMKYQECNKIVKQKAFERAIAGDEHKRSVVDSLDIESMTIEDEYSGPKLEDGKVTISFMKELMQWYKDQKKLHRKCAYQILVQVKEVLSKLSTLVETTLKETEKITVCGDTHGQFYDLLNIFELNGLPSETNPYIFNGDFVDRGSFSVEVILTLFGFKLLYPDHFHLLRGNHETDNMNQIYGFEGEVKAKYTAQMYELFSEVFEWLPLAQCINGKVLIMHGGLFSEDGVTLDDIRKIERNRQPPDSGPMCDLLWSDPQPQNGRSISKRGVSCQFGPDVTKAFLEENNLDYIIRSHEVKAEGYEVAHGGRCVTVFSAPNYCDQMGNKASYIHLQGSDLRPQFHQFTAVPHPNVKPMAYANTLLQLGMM
GASC-1 inh – inhibitors of GASC-1 histone demethylase, primary screen, biochemical, fluorescence, DELFIA europium. inhibition, % at 2.35 µM. AID 2099, 2009. Lysine-specific demethylase 4C (Homo sapiens), Q9H3R0. GST-JMJD2C(1-420) H3K9me3 demethylation. hit rate 0.069% among 330,000;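 active = more than half of a compound's replicate wells show inhibition beyond 50%, single wells judged on their own value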;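 also: signal counts dimethyl H3K9 product captured on neutravidin plate; 0% = median of DMSO wells and 100% = 0.3 times that DMSO median; strong numbers were not always called active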
Target sequence (Q9H3R0 1-420 limits assumed): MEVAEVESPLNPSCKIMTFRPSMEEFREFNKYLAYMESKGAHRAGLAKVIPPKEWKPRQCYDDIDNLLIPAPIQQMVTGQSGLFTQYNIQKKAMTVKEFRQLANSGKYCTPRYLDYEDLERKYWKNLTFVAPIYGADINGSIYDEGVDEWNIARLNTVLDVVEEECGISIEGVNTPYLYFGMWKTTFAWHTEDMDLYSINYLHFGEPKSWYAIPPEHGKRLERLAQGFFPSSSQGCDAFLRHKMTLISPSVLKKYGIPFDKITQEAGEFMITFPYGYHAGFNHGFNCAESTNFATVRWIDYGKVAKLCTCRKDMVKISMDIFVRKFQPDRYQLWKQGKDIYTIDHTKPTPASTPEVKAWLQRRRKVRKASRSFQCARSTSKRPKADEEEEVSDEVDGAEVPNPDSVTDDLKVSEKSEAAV
proCasp7 act – procaspase-7 activators, primary screen, counter-screen for procaspase-3 activator project, biochemical, absorbance, HTS, human. activation, % at 8.5 µM. hit rate 0.093% among 330,000. Caspase-7 (Homo sapiens), P55210. recombinant procaspase-7, Ac-DEVD-pNA absorbance 405 nm; D23A/D198A/D206A triple mutant, cannot self-cleave; scale: DMSO 0, 5 µM enzyme 100;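 active = percent activation above the screen-wide mean plus 3 SD, cut at about 25% in these data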
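Replicates: singlicate. Assay system: Procaspase-7 triple mutant (PC-7 D3A). Signal: 405 nm absorbance of p-nitroaniline. Times: 1 h preincubation, 2 h reaction. Buffer or medium: Zinc-free HEPES pH 7.4 with 300 mM NaCl, 0.01% Triton X-100. Also added: DEVD-pNA substrate. Benchmarks: DMSO wells as 0%, DMSO with 5 µM added PC-7 as 100%.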
procasp3 activ – activators of human procaspase-3 D3A mutant, primary screen, biochemical, absorbance, PC-3 D3A mutant, single concentration; Caspase-3 (Homo sapiens), P42574; recombinant procaspase-3 D3A, Ac-DEVD-pNA absorbance 405 nm; activation, % at 8.5 µM; hit rate 0.11% among 330,000; AID 463141, 2010;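 active = activation above the mean of all tested compounds plus 3 SD, cut at about 21% in these data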;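 also: 0% = DMSO alone and 100% = DMSO wells spiked with extra 5 µM PC-3 D3A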
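Assay system: Procaspase-3 D3A mutant, all three cleavage aspartates alanine. Buffer or medium: Zinc-free HEPES saline buffer with Triton X-100. Times: 1 h compound preincubation, 2 h substrate hydrolysis at 25 °C. Measured by: 405 nm absorbance of p-nitroaniline, reads at 0 and 120 min. Read-out basis: percent activation relative to control range. Replicates: singlicate.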
* hit, by the source's call; nt = not tested or not shown; & = joins results of further samples.

Results follow in this order: TPT1 inh | HCV core dimer | CTSL1 counter | Efflux pump inh | PP1 counter | PP5 primary | GASC-1 inh | proCasp7 act | procasp3 activ
COc1ccc(C(=O)Nc2cccc(C(=O)NCc3ccccc3)c2)cc1
    2 | 3 | -2 | -0.1 | 11 | 0.4 | -5 | -2 | 2
COc1cc2c(cc1OC)/C(=C/C(=O)c1ccc(F)cc1)NCC2
    11 | 6 | 6 | -0.1 | 2 | 0.8 | -6 | 12 | 2
CC(C)=CC(=O)OCc1cc([N+](=O)[O-])cc2c1OCOC2
    0 | -1 | -1 | 0.0 | -2 | -1.1 | 11 | 2 | 0
CCOC(=O)c1ccc(N2N=C(C)/C(=C/C=C/c3ccco3)C2=O)cc1
    -1 | 4 | 0 | 0.0 | -1 | 2.3 | -22 | 4 | 10
CS(=O)(=O)N1CCN(c2ccc(NC(=O)c3ccccc3)cc2)CC1
    3 | -3 | -3 | -0.1 | -4 | 0.7 | 5 | 4 | -8
CCC1CCCCN1C(=O)CSc1nc2ncccc2[nH]1 (configuration not stated)
    -2 | 8 | 0 | 0.2 | -2 | 1.2 | 12 | 1 | -1
O=C(CN1C(=O)NC2(CCc3ccccc32)C1=O)Nc1cccc(Cl)c1 (configuration not stated)
    nt | nt | nt | 0.0 | nt | nt | -9 | -5 | 5
CC(C)CNC(=O)C(=O)NCc1ccccc1
    -1 | -11 | 2 | 0.4 | -3 | -0.8 | 4 | 0 | -3
C=CCn1c(CCCNC(=O)C(C)(C)C)nc2ccccc21
    -3 | -29 | 5 | 0.1 | -3 | 2.0 | -1 | 3 | 5
Cc1ccc(N2CCN(C(=O)N3CCCC3)CC2)cc1C
    -4 | 4 | -2 | 0.0 | -6 | 9.6 | 5 | 1 | 5
Cn1nnc(NC(=O)c2ccco2)n1
    -2 | -6 | 3 | 0.0 | -1 | 0.4 | -16 | 5 | 1
COc1cc(S(=O)(=O)N2CCOCC2)ccc1NC(=O)c1cc2c(s1)CCC2
    -1 | 12 | -2 | 0.1 | 5 | 1.8 | 10&12 | 12 | 2
NS(=O)(=O)c1ccc(NC(=S)Nc2ccc(Br)c(Cl)c2)cc1
    -4 | -1 | 2 | 0.2 | 0 | 1.0 | -1 | -6 | -5
Cc1cc(C)nc(-n2nc(C)c3c(C(=O)O)cc(-c4cccc(Br)c4)nc32)n1
    -1 | 3 | 4 | -0.2 | -3 | -1.1 | -11 | -8 | 0
C=CCSc1nnc(NC(=O)Cc2ccc(OC)c(OC)c2)s1
    -1 | 0 | -1 | 0.0 | 2 | 4.0 | -5 | -1 | -14
C=CCNC(=S)Nc1cccc(NC(=S)NCC=C)c1
    2 | -1 | 0 | -0.1 | 5 | 4.7 | 25 | -4 | -1
Cc1cccnc1NCc1ccc(O)c2ncccc12
    4 | -4 | -1 | 0.1 | 8 | 4.2 | -15 | -23 | -28
COCCNc1nnc(SCC(=O)NC(=O)c2ccccc2OC)s1
    -1 | -3 | -1 | 0.0 | 1 | -0.1 | -6 | -2 | -4
O=C(CCSc1ccccn1)Nc1ccc(Br)cc1
    -1 | -1 | -2 | 0.0 | -3 | 1.7 | 9 | 6 | -4
Cc1c(C)n(C(=O)CSc2nc3ccccc3[nH]2)c2ccccc12
    0 | -33 | -2 | 0.3 | -2 | 4.6 | 0 | -3 | 0
COc1ccc(C2c3[nH]c4ccccc4c3C[C@H]3C(=O)N(c4ccccc4C(=O)N4CCC[C@H]4C(=O)O)C(=O)N23)cc1 (some centres not stated)
    -4 | 11 | -1 | 0.1 | 0 | 1.3 | -11 | 0 | 1
COc1ccc(NC(=S)Nc2cccc(C)n2)cc1
    -2 | 16 | -2 | -0.1 | -3 | 4.9 | 8 | -4 | -1
O=C1CCCC2=C1C(c1ccc(Cl)cc1)N1C(=O)CCSC1=N2 (configuration not stated)
    -6 | -5 | 0 | -0.1 | -7 | 1.0 | -11 | -2 | 0
CCOC(=O)c1ccc(S(=O)(=O)n2c(=O)oc3ccccc32)cc1
    nt | nt | nt | 0.1 | -5 | -2.5 | 6 | 5 | 3
Cc1noc(C)c1NC(=O)Nc1cccc2c1O[C@H](CN(C)C(=O)Nc1ccc3c(c1)OCO3)[C@@H](C)CN([C@H](C)CO)C2=O
    nt | nt | nt | 0.1 | nt | nt | 32 | -3 | -8
COc1cccc(CN2CC(C(=O)NC3(c4ccccc4)CC3)CCC2=O)c1 (configuration not stated)
    -2 | -4 | 1 | 1.2 | -3 | -1.6 | 2 | 9 | 0
COc1ccc(-c2nnc(-c3cc(OC)c(OC)c(OC)c3)o2)cc1OC
    -1 | -2 | -2 | 0.0 | 3 | 4.4 | 1 | 1 | 9
COc1ccc(S(=O)(=O)NCCSCc2ccco2)cc1Cl
    1 | 18 | 1 | -0.1 | 1 | 3.0 | 0 | -6 | -8
CCN(CC)C(=O)C1=C(C)Nc2nc3ccccc3n2C1c1cccc(OC)c1 (configuration not stated)
    4 | 4 | 1 | -0.1 | 4 | 2.2 | 6 | 5 | 5
CCOc1ccc2nc(SCC(=O)Nc3ccc4c(c3)OCCO4)[nH]c2c1
    0 | 0 | 4 | 0.0 | 3 | 2.1 | 1 | 0 | -3

(list continues)
Results follow in this order: TPT1 inh | HCV core dimer | CTSL1 counter | Efflux pump inh | PP1 counter | PP5 primary | GASC-1 inh | proCasp7 act | procasp3 activ
CCN(CC(=O)Nc1c(F)cccc1F)C(=O)CC1CCCCC1
    nt | nt | nt | 0.1 | 0 | -0.2 | -1 | 10 | 7
Cc1ccc(S(=O)(=O)N2CCC(=O)N(CCOCc3cccc(C(F)(F)F)c3)CC2)cc1
    -3 | 15 | 3 | nt | 1 | 2.3 | -4 | 5 | 10
Cc1cc(Cl)ccc1Oc1ncnc2onc(C)c12
    -4 | -4 | 4 | -0.2 | 1 | -1.3 | -1 | -9 | -11
O=C(O)c1cccc(OCCN2CCCC2=O)c1
    0 | 7 | 1 | 0.1 | -2 | 1.6 | -6 | 6 | 1
Cc1ccc(C)c(Cn2c(=O)n(CCCC(=O)NCc3ccco3)c(=O)c3sccc32)c1
    -2 | 2 | -2 | 0.1 | -1 | 2.3 | 21 | 0 | 5
O=C(CCC(=O)N1CCOc2ccccc21)NC1CCN(Cc2ccccc2)CC1
    3 | -13 | -1 | 0.2 | -1 | 1.4 | 16 | 6 | 9
c1ccc2nc(-c3nccs3)ccc2c1
    0 | 5 | -1 | -0.1 | -2 | 1.9 | -6 | 9 | 3
Cc1cc(C)nc(SCC(=O)Nc2ccc(S(=O)(=O)Nc3onc(C)c3C)cc2)n1
    2 | -2 | -1 | 0.1 | -4 | 2.5 | 0 | 4 | 5
COc1ccc(-c2cc(C(=O)N3CCN(c4ncccn4)CC3)c3ccccc3n2)cc1OC
    nt | nt | nt | 0.1 | -5 | -0.3 | -1 | 1 | 7
CN(CC(O)COc1ccc(OCC(O)CN(C)C2CCCCC2)cc1)C1CCCCC1 (configuration not stated)
    -5 | -2 | -1 | 0.1 | -1 | 2.4 | -10&2 | 4 | 4
CCN(CC)c1ccc2cc(/C(N)=N/NC(=O)c3cccs3)c(=O)oc2c1
    87* | -4 | -4 | 0.1 | -4 | 0.5 | 11 | 0 | -4
CCOC(=O)CC1C(=O)NCCN1c1nc2ccc(C)cn2c(=O)c1/C=C1\SC(=S)N(CC(C)C)C1=O (configuration not stated)
    122* | 7 | 0 | 0.2 | -4 | 4.8 | 4 | 3 | -4
OC1(c2ccc(Cl)cc2)CN(c2ccccc2)C2=[N+]1CCS2 (configuration not stated)
    4 | 3 | -4 | -0.3 | 13 | 2.6 | 32 | 4 | -3
Cc1cccc(CN2C(=O)CSc3ccc(C(=O)NC4CC4)cc32)c1
    -6 | 9 | 0 | -0.6 | -3 | 0.3 | 5 | 0 | 1
CC(=O)NC1C(Oc2ccccc2C)OC(CO)C(O)C1O (configuration not stated)
    -4 | 2 | -2 | -0.1 | -4 | 0.3 | 1 | 8 | 3
C=C(C)CC1N(c2cccc(OC)c2)C(=O)[C@@H]2C(C(=O)O)[C@H]3C=C[C@@]12O3 (some centres not stated)
    2 | -3 | 0 | -0.1 | 3 | 1.0 | 19 | -10 | 4
CC(C)COc1ccc(S(=O)(=O)n2cc(F)c(=O)[nH]c2=O)cc1
    -5 | 5 | -1 | -0.1 | 0 | -1.8 | -4 | 1 | -3

Ordered by number of heavy atoms (smallest number first): seven of the compounds above.
Results follow in this order: TPT1 inh | HCV core dimer | CTSL1 counter | Efflux pump inh | PP1 counter | PP5 primary | GASC-1 inh | proCasp7 act | procasp3 activ
O=C(O)c1cccc(OCCN2CCCC2=O)c1
    0 | 7 | 1 | 0.1 | -2 | 1.6 | -6 | 6 | 1
Cc1cc(Cl)ccc1Oc1ncnc2onc(C)c12
    -4 | -4 | 4 | -0.2 | 1 | -1.3 | -1 | -9 | -11
CCN(CC(=O)Nc1c(F)cccc1F)C(=O)CC1CCCCC1
    nt | nt | nt | 0.1 | 0 | -0.2 | -1 | 10 | 7
C=C(C)CC1N(c2cccc(OC)c2)C(=O)[C@@H]2C(C(=O)O)[C@H]3C=C[C@@]12O3 (some centres not stated)
    2 | -3 | 0 | -0.1 | 3 | 1.0 | 19 | -10 | 4
CCN(CC)c1ccc2cc(/C(N)=N/NC(=O)c3cccs3)c(=O)oc2c1
    87* | -4 | -4 | 0.1 | -4 | 0.5 | 11 | 0 | -4
Cc1cc(C)nc(SCC(=O)Nc2ccc(S(=O)(=O)Nc3onc(C)c3C)cc2)n1
    2 | -2 | -1 | 0.1 | -4 | 2.5 | 0 | 4 | 5
CN(CC(O)COc1ccc(OCC(O)CN(C)C2CCCCC2)cc1)C1CCCCC1 (configuration not stated)
    -5 | -2 | -1 | 0.1 | -1 | 2.4 | -10&2 | 4 | 4

From PubChem BioAssay
